# Bioassay records deposited in PubChem BioAssay by National Center for Advancing Translational Sciences (NCATS).
# LmPK inhibitor = LmPK (Leishmania mexicana) enzyme inhibition | Q27686 | 290,000 tested, 0.37% active | AID 1721 | purified LmPK, Kinase-Glo ATP luminescence, 1 h | Potency, µM (titrated, usually from 57.5 µM), for inactives: top-dose activity change, negative = inhibition, usual class: inhibitors; note: potency is the fitted concentration of half-maximal effect; % is set by controls: 0 for no effect and ±100 for the full control effect
# Target sequence (Q27686 whole entry, looked up): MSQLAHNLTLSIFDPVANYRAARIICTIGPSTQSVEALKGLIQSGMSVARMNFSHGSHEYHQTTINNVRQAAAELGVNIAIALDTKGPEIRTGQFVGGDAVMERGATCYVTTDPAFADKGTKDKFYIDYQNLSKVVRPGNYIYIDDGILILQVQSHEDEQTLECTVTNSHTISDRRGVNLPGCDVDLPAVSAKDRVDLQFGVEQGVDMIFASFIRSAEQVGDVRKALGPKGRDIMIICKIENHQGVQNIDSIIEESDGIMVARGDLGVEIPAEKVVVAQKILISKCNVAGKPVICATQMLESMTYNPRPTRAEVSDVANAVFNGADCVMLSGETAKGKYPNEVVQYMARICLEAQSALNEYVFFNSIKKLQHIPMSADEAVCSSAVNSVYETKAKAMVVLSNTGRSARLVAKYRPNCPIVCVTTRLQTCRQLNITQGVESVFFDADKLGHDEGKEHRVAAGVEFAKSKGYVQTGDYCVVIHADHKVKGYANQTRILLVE
#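 Screened at intermediate enzyme activity to detect both inhibitors and activators: LmPK at 0.1 nM, with a 0.5 nM enzyme column as activation reference. PEP 0.5 mM, ADP 0.1 mM; ATP detected by luminescence after 1 h.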
# Shiga inhibitor = Shiga toxin inhibition; Vero cells, Shiga toxin protein synthesis inhibition reporter; 290,000 tested, 9.2% active; inhibition, % at 38.7 µM; in the data active = inhibition mostly above about 28%, no sharp cut-off; inactive = mostly below about 43%; note: 0% is about no effect
# AMA1-RON2 inh = AMA1-RON2 (P. falciparum) interaction inhibition; Potency, µM (doses to about 58.2 µM), inactives show at the highest dose activity change, negative = inhibition, most hits filed as inhibitors; AID 720542; 360,000 tested, 0.2% active; AlphaScreen AMA1-biotinylated RON2 peptide binding;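 note: potency is the fitted concentration of half-maximal effect; 0% = vehicle wells and -100% = peptide control; nearly all actives have a fitted effect of over 45% in size; some results filed as inactive show a strong effect at the top dose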
#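 AMA1 (3D7) with his tag at 25 nM final met compounds first, then biotinylated RON2 peptide at 25 nM; detection used donor plus acceptor beads, 10 µg/mL apiece, read by AlphaScreen after 30 min at room temperature.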
# Pf growth 48h = P. falciparum growth inhibition at 48 hours (one generation); P. falciparum luciferase growth in erythrocytes, 48 h; Potency, µM (top dose mostly 28.7 µM), without a hit: at the top dose activity change, negative = inhibition, usual class: inhibitors; 310,000 tested, 5.9% active; note: potency is the fitted concentration of half-maximal effect; % is set by controls: 0 for no effect and ±100 for the full control effect
#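 A one-generation exposure of luciferase-tagged malaria parasites in RPMI 1640/Albumax erythrocyte culture, 37 C and 5% CO2. Inhibition is inferred from decreased luminescence after adding detection reagent.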
# Cycloheximide cs = counter-screen for Shiga toxin inhibitors: cycloheximide protein synthesis inhibition; cell reporter, cycloheximide protein synthesis inhibition counterscreen; max response, %; 300,000 tested, 12% active; in the data active = max response mostly above about 13%, no sharp cut-off; inactive = mostly below about 14%; note: read at 38.3 µM for the half of the compounds with a filed dose; 0% is about no effect
# Pf growth 96h = P. falciparum growth inhibition at 96 hour, primary screen for plastid delayed-death inhibitors | P. falciparum luciferase reporter growth, 96 h | Potency, µM (titrated, usually from 28.7 µM), for inactives: at the top dose activity change, negative = inhibition, usual class: inhibitors | 320,000 tested, 6.9% active; note: potency is the fitted concentration of half-maximal effect; % is set by controls: 0 for no effect and ±100 for the full control effect
#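 P. falciparum expressing integrated firefly luciferase grown in erythrocytes (2% hematocrit, 0.05% parasitemia final) with compounds for 96 hours at 37 C, 5% CO2. Growth inhibition read as loss of luminescence after adding luciferase detection reagent.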
# TbPYK inhibitor = blocks Trypanosoma brucei pyruvate kinase; Q57TT1; TbPYK enzyme, Kinase-Glo Plus ATP luminescence, 45 min; Potency, µM (series often up to 76.8 µM), for the others: at the highest dose activity, negative = inhibition, usual class: inhibitors; 410,000 tested, 0.12% active; AID 624173; note: potency is the fitted concentration of half-maximal effect; % is set by controls: 0 for no effect and ±100 for the full control effect; nearly all actives have a fitted effect of over 50% in size
#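 Readout: single end-point luminescence (Kinase-Glo Plus, 10 min). Reaction conditions were TbPYK/substrate plus 130 uM ADP, 45 min at RT, pH 7.2 TEA buffer. No-enzyme wells served as controls, and data were normalized before concentration-response fitting.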
# * hit, by the source's call; ? = inconclusive; · = no result given; & = joins results of further samples; [ ] = dose if it differs, or a comment. Unless noted, calls come from the whole dose curve; as a rule, active = well fitted curve in the direction sought with a large enough effect; inconclusive = small, poorly fitted or top-dose-only effect, or another doubt; inactive = no such curve, though single readings can be large; an effect the other way counts as inactive or inconclusive.
# Start of the listing, in advance:
molecule	LmPK inhibitor	Shiga inhibitor	AMA1-RON2 inh	Pf growth 48h	Cycloheximide cs	Pf growth 96h	TbPYK inhibitor
COc1cc(C)c(C(C)C)cc1S(=O)(=O)NCCCn1ccnc1	3.2%	-23.8	4.5%	?	-5.2	9.7%	-3.5%
O=C(O)CNC(=O)/C(=C/c1cccc([N+](=O)[O-])c1)NC(=O)c1ccco1	-9.2%	-6.6	-14.4%	11.4%	-2.3	18.0%	-3.3%

# The listing, from the start:
molecule	LmPK inhibitor	Shiga inhibitor	AMA1-RON2 inh	Pf growth 48h	Cycloheximide cs	Pf growth 96h	TbPYK inhibitor
COc1cc(C)c(C(C)C)cc1S(=O)(=O)NCCCn1ccnc1	3.2%	-23.8	4.5%	?	-5.2	9.7%	-3.5%
O=C(O)CNC(=O)/C(=C/c1cccc([N+](=O)[O-])c1)NC(=O)c1ccco1	-9.2%	-6.6	-14.4%	11.4%	-2.3	18.0%	-3.3%
CCc1ccc(S(=O)(=O)Nc2cccc(-c3ccc4nnc(C)n4n3)c2)s1	·	·	2.4%	?	·	?	4.8%
C/C(=N\NC(=O)c1nnn(-c2nonc2N)c1CSc1ccccc1)c1ccco1	4.6%	-7.3	16.5%	-3.9%	-6.8	90.7%[activator]	2.0%
CCn1c(SCc2cccc(C(=O)O)c2)nnc1-c1ccccc1	1.7%	33.9	12.5%	0.0%	-2.8	13.3%	-7.5%
COC(=O)C1=C(c2cccc(OCc3ccccc3)c2)C[C@@H]2CC[C@H]1N2C(=O)NCCCOC(C)C	·	·	9.4%	?	·	?	-0.6%
O=C(COC(=O)c1cc(Br)ccc1Cl)NC1CC1	1.9%	-12.6	2.9%	11.2%	-5.7	-24.3%	4.8%
COCC(C)NC(=O)c1ccccc1OC(C)=O (configuration not stated)	0.8%	-8.6	-6.7%	-4.7%	-2.8	·	-6.2%
CC1CCCN(S(=O)(=O)c2cc(Cl)ccc2Cl)C1 (configuration not stated)	-7.6%	41.4	7.8%	?	-3.5	?	-6.7%
COc1ccccc1N1CCN(Cc2cc(=O)c(OCC#N)co2)CC1	-2.6%	-9.8	-1.0%	9.1%	1.6	-13.0%	-1.8%
C=CCn1c(-c2ccccc2[N+](=O)[O-])n[nH]c1=S	3.1%	-2.8	-14.6%	22.7%	4.9	?	-22.5%
Cc1cc(C)n(-c2ccc(C(=O)Nc3cccnc3)cc2)n1	-8.0%	4.6	-0.2%	-4.7%	8.2	0.0%	4.1%
O=C(Nc1cccc(S(=O)(=O)N2CCCCC2)c1)C1CC1	·	·	-6.8%	-14.3%	·	11.5%	-2.0%
Cc1ccc2[nH]c(C(=O)O)c(NC(=O)[C@@H]3C[C@@H]3c3ccccc3)c2c1	0.0%	28.6	2.8%	3.0%	-2.0	11.5%	-7.8%
COC(=O)c1sccc1NC(=O)Nc1cc(OC)ccc1OC	3.6%	2.7	-0.9%	13.6%	1.5	25.3%	3.4%
N#CCCN(C(=O)Nc1ccc(Cl)c(Cl)c1)c1ccccc1	3.3%	-4.1	-3.4%	-16.3%	-2.2	?	-5.0%
O=C(NCc1ccc2c(c1)OCO2)Nc1ccc(F)cc1	-7.6%	44.5*	5.3%	67.9%[activator]	36.8*	?	-6.1%
COc1ccc(-n2c(SC(CN3CCCCC3)CN3CCCC3=O)nc3ccccc3c2=O)cc1 (configuration not stated)	2.0%	6.7	-2.7%	?	4.3	?	5.6%
COCCNC(=O)CN(C(=O)CCC(=O)Nc1ccccn1)c1ccc(C)c(C)c1	0.0%	·	21.2%	-17.6%	8.4	9.28µM*	2.5%
Cc1ccc(S(=O)(=O)N2CCN(C(=O)c3cccs3)CC2)cc1	1.7%	-26.2	12.4%	-14.7%	-2.8	22.6%	-0.9%
CCOc1ccc(NC(=O)CN2CCN(CC(=O)Nc3ccc(F)c(F)c3)CC2)cc1	4.5%	-6.9	1.3%	?	-0.7	?	-5.1%
CCC(=O)N1CCN(c2nc(-c3ccc(Cl)cc3)cs2)CC1	1.3%	62.5*	0.0%	9.7%	35.4*	-7.0%	-11.8%
CCCOc1ccc(CNC(=O)C2CCN(C(=O)N3CCOc4ccccc43)CC2)cc1	2.4%	-3.5	6.0%	?	-2.0	?	1.3%
Cc1cc2nc3c(=O)[nH]c(=O)nc-3n(CC(O)C(O)C(O)CO)c2cc1C (configuration not stated)	·	·	·	13.5µM*	·	7.57µM*	-0.2%
CCn1c(SCC(=O)N2CCOCC2)nnc1-c1ccco1	3.2%	3.8	-6.3%	3.7%	-2.0	?	2.5%
C=CCn1c(-c2cccc(OC)c2)nc2nc3ccccc3nc21	0.8%	17.8	-19.1%	-8.5%	31.6*	5.2%	·
COc1cccc(NC2=NCC(=O)N2Cc2cccs2)c1	3.8%	-4.1	9.2%	-10.3%	-3.7	0.0%	0.6%
CCOc1ccc2nc(NC(=O)C3CCCN(S(=O)(=O)c4cccc5nonc45)C3)sc2c1 (configuration not stated)	8.3%	-15.3	-5.1%	·	-5.8	?	-5.9%
CCOc1ccccc1NC(=O)N1CCCC1C(=O)Nc1nnc(CC)s1 (configuration not stated)	0.8%	-1.1	6.2%	13.8%	-3.3	11.3%	3.9%
COc1ccc(N(C(C)C(=O)NCc2ccco2)S(C)(=O)=O)cc1 (configuration not stated)	3.6%	-4.7	18.0%	-2.3%	-1.7	15.5%	-19.2%

# The list goes on:
molecule | LmPK inhibitor | Shiga inhibitor | AMA1-RON2 inh | Pf growth 48h | Cycloheximide cs | Pf growth 96h | TbPYK inhibitor
CCOc1cc(CNCCc2ccccc2F)ccc1OC | 3.3% | -4.0 | -0.3% | -25.4% | -2.5 | ? | 2.9%
COc1ccc(/C=N/NC(=O)CC(=O)N/N=C/c2ccc(OC)cc2)cc1 | 0.9% | 17.6 | 6.9% | ? | 4.7 | 38.8%[activator] | -3.0%
CCn1nc(NC(=O)c2ccccn2)c2cc3cccc(C)c3nc21 | -4.1% | -14.0 | 77.7%[activator] | 23.5% | -1.3 | -4.3% | -4.8%
CCn1c(SCC(=O)NC2CCCCC2)nc2c(c1=O)SC(C)C2 (configuration not stated) | 0.3% | -6.5 | -2.8% | -7.9% | -2.4 | 6.2% | 6.7%
Cc1ccc(NC(=O)CCC(=O)NNC(=S)Nc2ccc(F)cc2F)cc1C | -7.8% | 4.0 | 126.0%[activator] | -4.4% | 11.0 | -13.3% | -9.1%
CC(C)NC(=O)CC1C(=O)N(Cc2ccccc2)C(C)c2nc3ccccc3n21 (configuration not stated) | -0.1% | -7.9 | 15.9% | -1.7% | -6.0 | -24.2% | 1.9%
COc1ccc(C(C)=O)cc1CC(C(=O)c1ccc(C)c(C)c1)N(C)C (configuration not stated) | 0.8% | 14.9 | -1.2% | -29.1% | -1.3 | -13.1% | 1.8%
COc1ccc(Cn2c(/C=C/c3ccccc3)nc3ccccc32)cc1 | -28.6% | 82.2* | 32.6%[activator] | 4.8% | 64.8* | -112.6% | 1.8%
COc1ccc(-c2noc(-c3cccs3)n2)cc1OC | -14.9% | 69.2* | 6.2% | 134.2%[activator] | 51.8* | 150.6%[activator] | -3.7%
COc1ccc(N2CCC(CNC(=O)Nc3ccccc3)C2)cc1 (configuration not stated) | 7.2% | 21.4 | ? | ? | -2.5 | · | -14.8%
COc1ccc(Nc2nc(-c3sc(C)nc3C)cs2)c(OC)c1 | -0.1% | 13.5 | ? | -8.4% | 8.8* | ? | -1.5%
CCc1ccc(/C=C2/Sc3ccccc3N(CC(=O)NCC3CCCO3)C2=O)cc1 (configuration not stated) | -2.7% | 19.7 | -3.6% | -26.7% | 3.7 | ? | -0.2%
COc1ccc2c(C)nc(Nc3nc(-c4ccccc4)cc(=O)[nH]3)nc2c1 | 1.1% | -5.8 | 4.9% | 2.6% | -1.1 | -7.6% | -6.5%
O=C(CNC(=O)c1ccco1)NCC(=O)OCc1ccccc1Br | 1.9% | 21.9 | 4.3% | 5.2% | -1.6 | -0.1% | 0.0%
COc1ccc(CCN2C(=O)C(Oc3ccccc3C)C2c2ccc3c(c2)OCO3)cc1OC (configuration not stated) | -2.0% | -6.1 | -14.3% | 11.7µM* | 1.3 | 57.8%[activator] | 3.4%
Cc1cccc(C(=O)OCC(=O)NN2C(=O)NC3(CCC(C)CC3)C2=O)c1O (configuration not stated) | · | · | 19.2% | 15.5% | · | 13.7% | -9.3%
Cc1nc(CCNC(=O)CC2C(=O)NCCN2Cc2ccccc2)nc2c1CCC2 (configuration not stated) | -10.4% | 20.5 | 25.4% | 2.7% | 0.6 | 12.1% | -1.5%
O=C(Nc1cccc(C(F)(F)F)c1)c1cccnn1 | -7.9% | -4.6 | -2.7% | 13.4% | -1.0 | -5.6% | 0.2%
CC(C)CCNC(=O)C(=O)NCc1ccccc1 | -0.2% | 12.3 | 4.2% | 3.5% | 2.0 | ? | 0.7%
Cc1ccc(-n2[nH]c(C)c(C=NCc3ccncc3)c2=O)cc1 | -14.2% | 52.9* | 26.2% | 0.0% | 38.8* | 10.7% | 4.6%
CCOC(=O)C1CCN(C(=O)C2CCCCC2)CC1 | -3.1% | -12.1 | 1.2% | 7.9% | -2.5 | 119.7%[activator] | 3.8%
CCN1C(=O)CC(C(=O)Nc2ccc(F)cc2)SC1=Nc1cccc(OC)c1 (configuration not stated) | 3.4% | -12.1 | -17.5% | 48.2%[activator] | -3.2 | 51.2%[activator] | -9.6%
COC(=O)c1cc(S(=O)(=O)NCC2CCN(Cc3ccc(F)cc3)CC2)c[nH]1 | 1.7% | -9.0 | 15.9% | -7.9% | 19.5 | -3.2% | 0.1%&-1.7%
Cn1c(-c2ccccc2)c(C(=O)CC#N)c2ccccc21 | -0.7% | -10.2 | -12.2% | ? | -3.4 | ? | -1.3%
COc1ccc(N(C)C(=O)C2CCN(S(=O)(=O)c3cccc4nsnc34)CC2)cc1 | 10.3% | 8.1 | -11.0% | ? | -1.7 | 43.7%[activator] | -7.1%
CN1CCN(c2cc(=O)n(C3CCCCC3)c(=O)[nH]2)CC1 | -5.7% | -8.5 | 17.2% | 10.0% | 1.5 | 28.4% | -0.6%

# Looked up one by one from the entries so far:
molecule | LmPK inhibitor | Shiga inhibitor | AMA1-RON2 inh | Pf growth 48h | Cycloheximide cs | Pf growth 96h | TbPYK inhibitor
COc1ccc(N(C)C(=O)C2CCN(S(=O)(=O)c3cccc4nsnc34)CC2)cc1 | 10.3% | 8.1 | -11.0% | ? | -1.7 | 43.7%[activator] | -7.1%
Cc1ccc(-n2[nH]c(C)c(C=NCc3ccncc3)c2=O)cc1 | -14.2% | 52.9* | 26.2% | 0.0% | 38.8* | 10.7% | 4.6%
CC(C)CCNC(=O)C(=O)NCc1ccccc1 | -0.2% | 12.3 | 4.2% | 3.5% | 2.0 | ? | 0.7%
